rat mGlu8 modulation: rat mGlu8 modulation via Gqi9 calcium signal, confirmation, counter-screen for GIRK activator project, cell-based, HEK293 rmGlu8, Gqi9 chimera | HEK293 rmGlu8/Gqi9 calcium flux, Fluo-4 fluorescence; glutamate at EC20 added after compound | Metabotropic glutamate receptor 8 (Rattus norvegicus) | calls only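 (single compound addition from 20 µM solution with 0.2% DMSO)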 | actives 4% (n = 2,100);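 active = calcium fluorescence trace judged by eye to show a response, as agonist, enhancer of the glutamate response, or inhibitor; inactive = trace judged by eye to show no response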
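Material: rat mGlu8 HEK-293 cells with transient Gqi9. Medium: HEPES-buffered HBSS, pH 7.4. Compound: one dose, 20 µM addition solution, 0.2% DMSO. Schedule: compound 4 min before glutamate, then 2 min recording. Technique: Fluo-4 calcium fluorescence sampled at 1 Hz.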
Calls only; i = inactive. These rows are one share of the data. The share of hits here may be higher or lower than overall.

Start of the listing, in advance (6 entries):
O=C(CN1CCOCC1)Nc1ccc(C2CCCCC2)cc1
  rat mGlu8 modulation = i

CC1CCCC(NC(=S)NC(=O)c2ccccc2Br)C1C (stereo not given)
  rat mGlu8 modulation = i

CN(CCNC(=O)c1cc2c(=O)n(C)c3ccccc3c2n1C)Cc1ccccc1
  rat mGlu8 modulation = i

COc1ccc(NC(=S)SC)cc1OC
  rat mGlu8 modulation = i

O=C1CN(C(=O)CSc2nc3ccccc3c(=O)n2Cc2ccc(F)cc2)c2ccccc2N1
  rat mGlu8 modulation = i

CCN(CC)c1ccc(NC(=O)c2nc3nc(C)cc(C(F)F)n3n2)cc1
  rat mGlu8 modulation = i

This part in full, from the first entry:
O=C(CN1CCOCC1)Nc1ccc(C2CCCCC2)cc1
  rat mGlu8 modulation = i

CC1CCCC(NC(=S)NC(=O)c2ccccc2Br)C1C (stereo not given)
  rat mGlu8 modulation = i

CN(CCNC(=O)c1cc2c(=O)n(C)c3ccccc3c2n1C)Cc1ccccc1
  rat mGlu8 modulation = i

COc1ccc(NC(=S)SC)cc1OC
  rat mGlu8 modulation = i

O=C1CN(C(=O)CSc2nc3ccccc3c(=O)n2Cc2ccc(F)cc2)c2ccccc2N1
  rat mGlu8 modulation = i

CCN(CC)c1ccc(NC(=O)c2nc3nc(C)cc(C(F)F)n3n2)cc1
  rat mGlu8 modulation = i

c1ccc(-c2nnc3ccc(N4CCCC4)nn23)cc1
  rat mGlu8 modulation = i

CC/C(=N\NC(=S)Nc1cc(C)ccc1C)c1ccc(OC(F)F)cc1
  rat mGlu8 modulation = i

C=CCn1c(O)c(N=NC(=O)OC(C)(C)C)c2ccccc21
  rat mGlu8 modulation = i

Fc1ccc(NC(=S)N/N=C/c2ccc(F)c(F)c2)c(F)c1
  rat mGlu8 modulation = i

CC12CC3(C)CC(C)(C1)CC(C(=O)NC(=S)N1CCOCC1)(C2)C3
  rat mGlu8 modulation = i

COCCn1c(=S)[nH]c2cc(C(=O)N3CCN(c4ccc(F)cc4)CC3)ccc2c1=O
  rat mGlu8 modulation = i

C/C(=N\NC(=S)NC(C)C)c1ccc(Cl)s1
  rat mGlu8 modulation = i

O=C(O)CN=C(NS(=O)(=O)c1ccccc1)c1ccccc1
  rat mGlu8 modulation = i

C=COCCNC(=O)Nc1ccc(Cl)c(Cl)c1
  rat mGlu8 modulation = i

Cc1ccc(C)c(OCC(O)CN2C(C)CCCC2C)c1 (stereo not given)
  rat mGlu8 modulation = i

Fc1ccc2nc(Nc3nc4c(F)cccc4s3)sc2c1
  rat mGlu8 modulation = i

Cn1cccc1/C=N/n1c(-c2ccc(C(C)(C)C)cc2)n[nH]c1=S
  rat mGlu8 modulation = i

O=C(Nc1ccccc1)Nc1nccs1
  rat mGlu8 modulation = i

O=C(NC(=S)Nn1cnc2c(cnn2-c2ccccc2)c1=O)c1ccc(Oc2ccccc2)cc1
  rat mGlu8 modulation = i

In a second layout: five of the compounds above
SMILES	rat mGlu8 modulation
Fc1ccc2nc(Nc3nc4c(F)cccc4s3)sc2c1	i
CN(CCNC(=O)c1cc2c(=O)n(C)c3ccccc3c2n1C)Cc1ccccc1	i
C/C(=N\NC(=S)NC(C)C)c1ccc(Cl)s1	i
O=C(Nc1ccccc1)Nc1nccs1	i
Cn1cccc1/C=N/n1c(-c2ccc(C(C)(C)C)cc2)n[nH]c1=S	i

(cont.)
CCn1c(-c2ccc(-c3ccccc3)cc2)c[nH]c1=S
  rat mGlu8 modulation = i

S=C(Nc1ccccc1)Nc1cc(Cl)ccc1Oc1ccccc1
  rat mGlu8 modulation = i

O=C(CCCCn1c(=O)c2ccccc2n(CC(=O)NC2CCCC2)c1=O)NCc1ccco1
  rat mGlu8 modulation = i

Cc1ccc(C(=O)N/N=C/C2=Cc3ccccc3OC2C)cc1 (stereo not given)
  rat mGlu8 modulation = i

COc1cccc(C(=O)NC(=S)Nc2ccc3c4c(cccc24)CC3)c1
  rat mGlu8 modulation = i

CC(C)Cc1nnc(NC(=O)CSc2nc(=O)cc(N)n2-c2ccccc2)s1
  rat mGlu8 modulation = i

COc1ccc2[nH]c(C)c(C(=O)CN3CC(C)OC(C)C3)c2c1 (stereo not given)
  rat mGlu8 modulation = i

CCOc1ccc(Br)cc1/C(C)=N\NC1=NCCN1
  rat mGlu8 modulation = i

Cc1ccccc1-c1nc(CS(=O)(=O)CC(=O)NCCCN2CCCC2)c(C)o1
  rat mGlu8 modulation = i

O=S(=O)(Cc1ccccc1)N1CCc2ccccc21
  rat mGlu8 modulation = i

CN1C(=O)C2(C(C#N)=C(N)N(c3cc(Cl)cc(Cl)c3)C3=C2C(=O)CCC3)c2ccccc21 (stereo not given)
  rat mGlu8 modulation = i

CCOc1ccc(C(C)=O)cc1N1C(=O)C2C(C1=O)C1C=CC2C12CC2 (stereo not given)
  rat mGlu8 modulation = i

CCC(/C=N/NC(=O)C1COc2ccccc2O1)CC (stereo not given)
  rat mGlu8 modulation = i

Compound activity as filed in PubChem BioAssay.
